Bioassay records: PubChem, University of Kansas High Throughput Screening Laboratory
mHTT CaM bind – inhibitors of human mutant huntingtin-calmodulin interaction | P42858 | AlphaScreen His-mHTT/GST-CaM binding, luminescence | AID 1671202 | actives 3.6% (n = 190,000) | inhibition, % at 15 µM;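 also: 0% = both proteins with DMSO and 100% = one protein alone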
Pf apPOL block – Pf-apPOL DNA polymerase inhibition; Recombinant Pf-apPOL, molecular beacon fluorescence, 1.5 h; inhibition, % at 10 µM; actives 0.25% (n = 210,000); AID 1794808
An asterisk follows results filed as active; i = inactive; · = no result given; & = joins results of further samples; ! = not active in a repeat. Rule as the data show it: active = inhibition above about 50%; inactive = the rest.

The line under a structure holds: mHTT CaM bind, Pf apPOL block
1. Cc1c(Cl)cccc1NC(=O)C1(C#N)CC1
    -16, -3
2. Cc1ccccc1Cn1cnc2c1c(=O)n(C(C)C)c(=O)n2-c1cccc(F)c1
    4, -4
3. CCOc1cncc(C(=O)Nc2ccccc2OCC)c1
    -12, -2
4. Cc1ccc(-c2nc3n(n2)C(=O)CC(c2ccc(C)cc2)S3)cc1 (centres undefined)
    0, -1
5. O=C(Nc1ccc2c(c1)OCO2)N1CCC(N2CCN(Cc3ccccc3)C2=O)CC1
    8, -2
6. Cc1ccc(S(=O)(=O)Nc2ccccc2C(=O)Nc2ccc(C(=O)O)cc2)cc1
    -6, -3
7. Cc1nc(C(=O)NNC(=S)Nc2ccccc2C(F)(F)F)cs1
    ·, -399
8. O=C(NCCc1ccccc1)c1cccc(Br)n1
    0, -2
9. CC(C)(Oc1ccc(Cl)cc1)C(=O)NCCN1CCN(S(C)(=O)=O)CC1
    -7, -7
10. O=C(NCCCN1CCc2ccccc2C1)c1noc2c1CCCC2
    4, 0

The last two compounds of the part before are carried over, then new ones follow:
The line under a structure holds: mHTT CaM bind, Pf apPOL block
9. CC(C)(Oc1ccc(Cl)cc1)C(=O)NCCN1CCN(S(C)(=O)=O)CC1
    -7, -7
10. O=C(NCCCN1CCc2ccccc2C1)c1noc2c1CCCC2
    4, 0
11. O=C(Nc1ccc(Nc2ccccc2)cc1)c1cccc([N+](=O)[O-])c1
    1, 4
12. O=C1CC2CS(=O)(=O)CC2N1c1ccccc1 (centres undefined)
    -5, ·
13. COc1ccc(CC2CCN(C(=O)Nc3ccccc3OC)CC2)cc1
    -20, 10
14. Cc1onc(-c2ccccc2)c1C(=O)N1CCCc2ccccc21
    -10, -3
15. Cc1noc(-c2ccccc2)c1CO
    ·, -2
16. COCc1c(C(=O)O)nnn1-c1ccc(C)c(C)c1
    -7, 2
17. COc1cc(C=C2C(=O)c3ccccc3C2=O)ccc1OCC(=O)Nc1ccc(F)cc1
    6, -9
18. Cc1cc(O)c(CN2CCN(C)CC2)c2c1C(=O)C(=Cc1cccnc1)O2
    8, 3
19. Cc1cc(-c2onc(C)c2C(=O)ON=C(N)c2cccc(C(F)(F)F)c2)no1
    ·, 1
20. CCOc1cc(OCC)cc(C(=O)Nc2ccc(NC(=O)c3ccco3)c(OC)c2)c1
    14, 0

The line under a structure holds: mHTT CaM bind, Pf apPOL block
21. CCCCc1ccc(C2=N/C(=C/c3ccc4c(c3)OCO4)C(=O)O2)cc1
    -11, -5
22. O=C(CN1C(=O)C2CC=C(Cl)CC2C1=O)NCc1ccccc1 (centres undefined)
    0, 0
23. COc1cccc(C=NNc2ncccc2[N+](=O)[O-])c1OC
    ·, -8
24. COc1ccc2nc(NC3=NCC(=O)N3)nc(C)c2c1
    0, -8
25. Cc1ccc([N+](=O)[O-])cc1S(=O)(=O)N1CCC(Cc2ccccc2)CC1
    24, -1
26. Cc1nccnc1-c1ccn[nH]1
    ·, 0
27. COc1ccc(C=C2Oc3c(ccc(O)c3CN3CCN(C)CC3)C2=O)c(OC)c1
    14, -8
28. Cn1cc(C2=CCN(S(=O)(=O)c3ccc(C(C)(C)C)cc3)CC2)c2cccnc21
    19, -7
29. Cc1nc2ccc(NC(=O)N3CCSCC3)cc2nc1C
    2, -2
30. Cn1cnnc1SCC(=O)Nc1ccc2nc(SCc3ccccc3F)sc2c1
    20, -2

Brought forward from above: 5 entries; new compounds follow.
The line under a structure holds: mHTT CaM bind, Pf apPOL block
26. Cc1nccnc1-c1ccn[nH]1
    ·, 0
27. COc1ccc(C=C2Oc3c(ccc(O)c3CN3CCN(C)CC3)C2=O)c(OC)c1
    14, -8
28. Cn1cc(C2=CCN(S(=O)(=O)c3ccc(C(C)(C)C)cc3)CC2)c2cccnc21
    19, -7
29. Cc1nc2ccc(NC(=O)N3CCSCC3)cc2nc1C
    2, -2
30. Cn1cnnc1SCC(=O)Nc1ccc2nc(SCc3ccccc3F)sc2c1
    20, -2
31. COc1cccc(C(=O)N2CCN=C2SC)c1
    -11, -26
32. O=S(=O)(NCC1(c2ccccc2)CC1)c1ccc2c(c1)OCCO2
    -9, ·
33. Cc1ccc(NC(=O)C2C(C=C(Cl)Cl)C2(C)C)c(C)c1 (centres undefined)
    -8, -5
34. O=C(Nc1ccccc1)C(c1ccccc1)c1ccccc1
    -7, -7
35. CCOC(=O)c1ccc(-c2cccc(-c3cc(=O)oc4cc(OC)cc(OC)c34)c2)cc1
    -4, -5
36. COc1ccc(-c2nnc(NC(=O)c3ccc(C)cc3)s2)cc1
    -3, -2
37. Cc1cccc(-n2c(=O)n(C3CC3)c(=O)c3c2ncn3Cc2ccccc2)c1
    9, -1
38. Cc1cc(F)ccc1S(=O)(=O)NC1=NCCC1
    17, -2
39. O=C(O)CN(Cc1ccc(Cl)c(Cl)c1)S(=O)(=O)c1ccccc1
    3, -4
40. C=CC(=O)N1C/C=C\C(c2ccc(OC)cc2)N(Cc2ccc(F)cc2)C(=O)C1 (centres undefined)
    24, -1

The line under a structure holds: mHTT CaM bind, Pf apPOL block
41. COc1ccc(CNS(=O)(=O)c2cc(Br)cc3c2N(C(=O)C2CC2)CC3)cc1
    10, -4
42. O=C(O)C1C2C=CC(C2)C1C(=O)NC1CCCC1 (centres undefined)
    0, 2
43. N/C(=N\OCC(=O)Nc1ccccc1[N+](=O)[O-])c1nonc1N
    i, 0
44. COc1ccc(CC(=O)Nc2cccc(C)c2)cc1
    0, 4
45. COc1cc(C(=O)Nc2cccc(-c3cc4ccccc4oc3=O)c2)cc(OC)c1OC
    6, 0
46. CCCCOc1ccc(C(=O)Nc2c3c(nn2-c2ccc(C)cc2)CS(=O)C3)cc1 (centres undefined)
    33, -4
47. Cc1cc(OCCCn2ccnc2)cc(C)c1Cl
    17, -9
48. Cc1ccc(C2CC(c3cccc(Br)c3)n3nnnc3N2)cc1C (centres undefined)
    -2, 1
49. COc1ccc(C2=NN(C(C)=O)C(c3cc4cccc(C)c4nc3Cl)C2)cc1OC (centres undefined)
    13, 0
50. Cc1nc(C)c(Cc2ccccc2F)c(N2CCN(C(=O)C3CCC3)CC2)n1
    2, -4

The line under a structure holds: mHTT CaM bind, Pf apPOL block
51. OC(CNCc1csc(-c2cccs2)n1)C(F)(F)F (centres undefined)
    ·, -7
52. Cc1ccc(S(=O)(=O)c2cc3c(=O)n4cc(C)ccc4nc3n(Cc3ccco3)c2=N)cc1
    6, -3
53. O=C(NCCn1ncc2c(N3CCCCC3)ncnc21)c1cc2ccccc2o1
    8, -6
54. O=C(NCc1ccco1)N1CCC(n2c(-c3cccs3)nc3cccnc32)C1 (centres undefined)
    21, 5
55. Cc1ncc([N+](=O)[O-])n1Cc1c(F)cccc1Cl
    -3, 1
56. O=C(O)CCCc1nc2ccccc2[nH]1
    -6, -2
57. Cc1cccc(-n2c(CN3CCN(C(=O)NCC(C)C)CC3)nc3cccnc32)c1
    5, 2
58. CSc1ccc(CCNC(=O)C2CCCN(C(=O)c3cc(C)cc(C)c3)C2)cc1 (centres undefined)
    -3, 3
59. CC1=C(C(N)=O)C(c2cccnc2)n2nc(SCc3ccccc3Cl)nc2N1 (centres undefined)
    -1, 0
60. Cc1nc2sccn2c1-c1csc(Nc2ncccn2)n1
    3, -5

The line under a structure holds: mHTT CaM bind, Pf apPOL block
61. O=C(Nc1cccc(Cl)c1)Nc1ccc(F)cc1F
    -7, 5
62. O=C(CCc1conc1-c1ccccc1)N1CCC(N2CCCCC2)CC1
    6, -5
63. Cc1c(C)n(CC(O)CN2CCN(Cc3ccccc3)CC2)c2ccccc12 (centres undefined)
    21&24, 7&-8
64. O=C1CCC(c2ccccc2)C(=O)C1C(=O)c1ccc(Cl)cc1Cl (centres undefined)
    ·, -10
65. Cc1c(C=NNc2c(Cl)cc(Cl)cc2Cl)sc2ccc(Cl)cc12
    ·, 1
66. COc1ccc(OC)c(CNC(=O)C2CCN(c3nccc(C)n3)CC2)c1
    -3, 0
67. O=C(O)C1CSC(c2cc([N+](=O)[O-])ccc2OCc2c(Cl)cccc2Cl)N1 (centres undefined)
    15, -20
68. CC(C)CN1C(=O)C(C)(C)COc2cc(NC(=O)Nc3cccs3)ccc21
    12, -4
69. Cc1c(N=Cc2cc(I)c(O)c([N+](=O)[O-])c2)c(=O)n(-c2ccccc2)n1C
    1, -4
70. CC1=C(C(=O)Nc2ccccn2)C(c2ccc(F)cc2)C2=C(CCCC2=O)N1 (centres undefined)
    0, 2

The line under a structure holds: mHTT CaM bind, Pf apPOL block
71. CC12CCC(C(=O)Oc3ccc(-c4ccc(C#N)cc4)cc3)(CC1=O)C2(C)C (centres undefined)
    -4, -13
72. COc1ccc(-n2nc(C)c(C(=O)NCC3CCCO3)c2C)cc1 (centres undefined)
    -1, -4
73. COc1ccc(NC(=O)C(=O)NCC2CCCO2)cc1Cl (centres undefined)
    -3, 3
74. CC(C)NC(=O)c1ccc2c(c1)N(C)C(=O)CS2
    -3, -1
75. O=C(CCSCc1cccc(Cl)c1)NCc1ccccc1Cl
    -21, -10
76. COc1ccccc1N1CC(C(=O)N(C)C)CC1=O (centres undefined)
    0, -8
77. O=C(CSc1cn(Cc2ccc(F)cc2)c2ccccc12)Nc1ccc(F)cc1
    20, 1
78. Cc1ccc(C(=O)N2CCN(C/C=C/c3ccccc3)CC2)o1
    8, -1
79. CN(C)c1ccc(C(=O)N2CCC3(CC2)NC(=O)N(Cc2cccc(Cl)c2)C3=O)cc1
    12, -6
80. Cn1cccc1CN(C(=O)CC(c1ccccc1)c1ccccc1)C1CC1
    -2, -4

The line under a structure holds: mHTT CaM bind, Pf apPOL block
81. COc1cc(OC)nc(N2C(=O)C(C)C(Cc3ccc(C)cc3)C2=O)n1 (centres undefined)
    -5, -8
82. COCCc1nnc(NC(=O)c2snnc2C)o1
    1, -5
83. O=C(C=Cc1cccnc1)c1ccc(O)cc1
    0, -3
84. COc1cccc(C(=O)NCC2CCN(c3cc(-c4cccnc4)[nH]n3)CC2)c1
    22, -4
85. COc1ccccc1CNc1nc2ccncc2n(Cc2ccccc2)c1=O
    0, -6
86. COc1ccc(/C=C2/N=C(c3ccccc3Br)OC2=O)c(OC)c1
    -3, -5
87. COc1ccc(Cl)cc1NC(=O)c1ccoc1
    -5, -4
88. c1ccc(-n2ncc(-c3nn[nH]n3)n2)cc1
    59*!, -6
89. O=c1nc(SCc2ccccc2F)c2c(n1Cc1cccnc1)CCC2
    8, -11
90. COc1ccc(C2=N/C(=C\c3cccc(Cl)c3)C(=O)O2)c(Br)c1
    5, -6

Shown with bars between the fields: two of the compounds above.
no. | structure | mHTT CaM bind | Pf apPOL block
83 | O=C(C=Cc1cccnc1)c1ccc(O)cc1 | 0 | -3
84 | COc1cccc(C(=O)NCC2CCN(c3cc(-c4cccnc4)[nH]n3)CC2)c1 | 22 | -4

(cont.)
The line under a structure holds: mHTT CaM bind, Pf apPOL block
91. Cc1ccsc1CNS(=O)(=O)c1ccccc1
    ·, -3
92. CC1=NN(c2cccc(Cl)c2)C(=O)/C1=C/c1ccc(-c2ccc(C(=O)O)c(Cl)c2)o1
    52*, -6
93. Cc1cc(NC(=O)C(=O)NCCc2ccc(Cl)cc2)c2ccccc2n1
    -1, -3
94. COc1ccc(CN2CCCC2c2cc(C)on2)c(OC)c1 (centres undefined)
    28, -5
95. Cc1nc2nc(SCC(=O)O)nn2c(C)c1Cc1ccccc1
    -1, 30
96. CCc1ccc(N2C(=O)CSC2c2ccc(Br)cc2)cc1 (centres undefined)
    -18, -4
97. CCOCC(=O)N1CCc2nc3cc(-c4ccc(OC)cc4)[nH]n3c(=O)c2C1
    3, 4
98. Cc1sc2[nH]c(=S)n(C)c(=O)c2c1C
    -1, ·
99. NC(=O)c1ccc2c(c1)n(Cc1ccc(F)cc1)c(=O)c1ccnn12
    -1, -13
100. CCOc1ccccc1N1CCN(S(=O)(=O)c2ccc(Br)cc2)CC1
    -12, 3

The line under a structure holds: mHTT CaM bind, Pf apPOL block
101. Clc1ccc2c(c1)c1c3c(nccn32)CCC1
    49, -12
102. CC1=NN(c2ccc(Br)cc2)C(=O)/C1=C/c1ccc(N(C)C)cc1
    37, 3
103. CCOC(=O)CCC(=O)Nc1cccc2ccc(-n3ccnc3)nc12
    9, -20
104. COc1ccc(-c2cc(C(F)(F)F)nc(-n3cnc([N+](=O)[O-])c3)n2)cc1OC
    2, -3
105. CCOc1ccc(NC(=O)CCC2CC(C)(C)OC2=O)cc1 (centres undefined)
    -3, 2
106. COc1ccc2cc(C(C)C(=O)NCc3ccccc3)ccc2c1 (centres undefined)
    ·, -7
107. CC1(C)CC(=O)C2=C(C1)NC1=C(C(=O)c3ccccc31)C2c1ccc(O)c(O)c1 (centres undefined)
    45, -4
108. Cn1nc(CC(=O)Nc2ccc(F)cc2F)c2ccccc2c1=O
    1, -2
109. O=C(NCCc1csc(C2CCN(C(=O)c3ccc(F)cc3)CC2)n1)C1CC1
    8, -1
110. Cc1c(Cl)cccc1N1CCN(S(=O)(=O)c2ccc(F)cc2)C(C)C1=O (centres undefined)
    -11, -6

The line under a structure holds: mHTT CaM bind, Pf apPOL block
111. O=C(Nc1cccc(Br)c1)c1cccc(Cl)c1Cl
    -40, -4
112. O=C(NCCC1=CCCCC1)C1CCN(S(=O)(=O)N2CCC3(CC2)OCCO3)CC1
    -4, -12
113. COc1ccc(-c2nc3cc(NC(=O)c4ccco4)ccc3o2)cc1Cl
    23, -2
114. COc1ccc(C2CCCN2C(=O)Nc2ccc(C)cc2)cc1 (centres undefined)
    -6, -4
115. O=C(CSCC(=O)Nc1ccccc1)NNC(=S)Nc1ccccc1
    ·, -18&-31
116. O=[N+]([O-])c1cccc(N=Cc2ccc(C=Nc3cccc([N+](=O)[O-])c3)cc2)c1
    0, 2
117. O=C(c1c(F)cccc1Cl)N1CCN(c2nccn2-c2ccccc2F)CC1
    5, -4
118. CCCCN(CC)C(=O)c1sc2ncn(Cc3ccccc3F)c(=O)c2c1C
    7, -1
119. O=C1C2CC(Br)C(Br)CC2C(=O)N1c1ccc([N+](=O)[O-])cc1 (centres undefined)
    0, 16
120. c1cc2c(cc1CN1COc3cc4c(cc3C1)OCO4)OCO2
    3, -11
